MEKK3 PB1 HTS: raises or lowers MEK5 binding to the human MEKK3 PB1 domain. Q99759. bead-based flow cytometry, Alexa488-MEK5 binding to MEKK3; actives lie on both sides; 0 = blocked by unlabeled MEK5, 100 = vehicle. binding response (% of control), % at 10 µM. hit rate 1.4% among 290,000;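 active = binding response more than 3 SD above or below the average of its plate-row segment, actives on both sides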;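 also: Alexa488 bead fluorescence after subtracting the streptavidin-only scavenger bead signal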
MEKK2 mut-MEK5: signal of MEK5 binding to mutant human MEKK2 PB1 domain. AID 1530. percent response, % at 10 µM. bead flow cytometry, Alexa488-MEK5 binding to MEKK2 mutant. hit rate 0.35% among 290,000; in the data active = percent response above about 24%, passing the limit was not always enough; also: inactives centre near 1; some results filed as inactive read as strong as hits; reference of the scale not given here
OXTR agonist: human OXTR agonism; P30559; CHO-OTR cells, Fluo-8 calcium fluorescence; normalized: DMSO 0%, oxytocin 100%; hit rate 0.32% among 320,000; activation, % at 3 µM;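 active = activation above the mean of all tested compounds plus 3 SD, cutoff set per screening run, cut at about 20% in these data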;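 also: peak over basal fluorescence ratio from a 100 s FLIPR kinetic read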
GPR7 antag: blocks human GPR7 receptor signaling | P48145 | hit rate 1.1% among 290,000 | GPR7-expressing cells, fluorescence antagonist assay | inhibition, % at 4.4 µM | AID 1861; in the data active = inhibition above about 16%, passing the limit was not always enough;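 also: cells stimulated with the agonist NPW; 0% = agonist with vehicle and 100% = vehicle without agonist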
Target sequence (P48145 whole entry, looked up): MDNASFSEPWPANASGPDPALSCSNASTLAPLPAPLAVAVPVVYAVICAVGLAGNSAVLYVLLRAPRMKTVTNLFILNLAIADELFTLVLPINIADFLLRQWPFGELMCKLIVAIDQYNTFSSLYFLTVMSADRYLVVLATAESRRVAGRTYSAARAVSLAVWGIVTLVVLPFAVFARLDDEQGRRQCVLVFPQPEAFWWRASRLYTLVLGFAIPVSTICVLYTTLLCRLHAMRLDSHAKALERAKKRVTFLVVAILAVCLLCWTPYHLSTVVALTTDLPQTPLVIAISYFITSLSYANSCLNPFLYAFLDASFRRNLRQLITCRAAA
PHOSPHO1 inh: PHOSPHO1 (human) inhibition; AID 1565; hit rate 1.1% among 290,000; Q8TCT1; inhibition, % at 13.3 µM; recombinant PHOSPHO1, absorbance phosphatase assay; in the data active = inhibition above about 60%
Target sequence (Q8TCT1 whole entry, looked up): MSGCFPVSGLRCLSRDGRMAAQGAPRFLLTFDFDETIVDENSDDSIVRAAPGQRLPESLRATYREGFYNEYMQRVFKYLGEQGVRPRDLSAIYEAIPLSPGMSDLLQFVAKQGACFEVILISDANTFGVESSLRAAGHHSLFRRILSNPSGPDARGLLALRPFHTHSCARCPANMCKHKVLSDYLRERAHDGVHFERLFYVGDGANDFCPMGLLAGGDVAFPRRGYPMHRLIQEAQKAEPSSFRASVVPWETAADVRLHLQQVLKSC
MEKK2 WT-MEK5: raises or lowers MEK5 binding to wildtype human MEKK2 PB1 domain; AID 1531; Q9Y2U5; binding response (% of control), % at 10 µM; bead flow cytometry, Alexa488-MEK5 binding to MEKK2 WT; actives lie on both sides; hit rate 1.1% among 290,000; in the data active = binding response below about 67% or above about 130%
NALP1 inh: NALP1 inhibition; S. cerevisiae NALP1/ASC/caspase-1 growth, X-gal OD620, 72 h; inhibition, % at 10 µM; hit rate 0.61% among 280,000; AID 2071; in the data active = inhibition mostly above about 24%, no sharp cut-off; inactive = mostly below about 32%; also: some compounds called inactive have numbers as strong as hits
GalR3 antagonist: human GalR3 antagonism | hit rate 0.44% among 360,000 | AID 651719 | HEK293 GalR3-CNG cAMP membrane potential fluorescence; galR3 body fused to GalR1 C-terminus | inhibition, % at 3 µM;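 active = inhibition above the screen-wide average plus 3 SD, cut at about 13% in these data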;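 also: forskolin and galanin both at EC90 stimulate the cells; cAMP rise reported by CNG channel membrane potential dye signal; 0% = forskolin plus galanin with DMSO and 100% = forskolin alone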
V1R ag counter: V1a receptor agonism, counter-screen for OXTR agonists. activation, % at 3 µM. CHO-V1R cells, Fluo-8 calcium fluorescence, agonist mode; 0% DMSO, 100% 3 nM vasopressin. hit rate 0.25% among 320,000. P37288. AID 2797;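 active = activation above the mean activation of all tested compounds plus 3 SD, per screening run, cut at about 20% in these data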;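 also: signal is peak over basal fluorescence ratio across a 100 second FLIPR read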
Target sequence (P37288 whole entry, looked up): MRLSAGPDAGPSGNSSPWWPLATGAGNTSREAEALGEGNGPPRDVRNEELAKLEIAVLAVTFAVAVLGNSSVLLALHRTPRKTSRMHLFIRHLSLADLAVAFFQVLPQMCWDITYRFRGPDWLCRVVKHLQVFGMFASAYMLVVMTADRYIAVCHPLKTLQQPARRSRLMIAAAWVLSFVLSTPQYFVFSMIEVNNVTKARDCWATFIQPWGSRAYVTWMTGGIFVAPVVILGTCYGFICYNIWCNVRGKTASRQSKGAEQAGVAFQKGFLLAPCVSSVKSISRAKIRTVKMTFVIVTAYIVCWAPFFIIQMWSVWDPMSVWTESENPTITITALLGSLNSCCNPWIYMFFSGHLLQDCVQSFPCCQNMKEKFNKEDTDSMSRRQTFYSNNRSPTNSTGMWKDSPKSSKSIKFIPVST
* = called active by the depositor; x = no result given.

SMILES	MEKK3 PB1 HTS	MEKK2 mut-MEK5	OXTR agonist	GPR7 antag	PHOSPHO1 inh	MEKK2 WT-MEK5	NALP1 inh	GalR3 antagonist	V1R ag counter
CN1C(=S)SC(/[N+]([O-])=C/c2ccc(Cl)cc2)C1(C)C (configuration not stated)	97	5	0.3	-13	28	95	x	-3	0.5
Cc1cc(Cl)cc(Br)c1OCCCN1C(=O)NC(C)(C)C1=O	100	-6	1.6	6	9	93	6	2	0.6
Cc1cc(/C=C2\C(=N)N3N=C(C(C)C)SC3=NC2=O)c(C)n1Cc1ccccc1	105	2	48*	-13	20	102	23	-1	44*
CC(C)CN(C(=O)COC(=O)c1c2c(nc3ccccc13)CCC2)c1c(N)n(Cc2ccccc2)c(=O)[nH]c1=O	99	2	1.6	-14	18	101	5	-5	2.0
Cc1cccn2c(=O)c(/C=C(\C#N)S(=O)(=O)c3ccccc3)c(N3CCCCC3)nc12	101	2	-1.8	2	20	92	-52	-1	1.3
CCc1cccc(OCCCCNCCO)c1	102	5	1.0	-7	7	103	-2	-5	0.9
Cc1ccc(C(=O)Oc2ccc(/C=N/NC(N)=O)cc2)cc1	102	-2	-1.2	4	28	93	-8	-5	1.0
Cc1ccc(-c2nc3ccccc3s2)cc1NC(=S)NC(=O)c1ccccc1	100	2	0.2	-4	19	102	15	-3	-0.1
O=C(NCCN1CCOCC1)c1ccc(CS(=O)(=O)c2ccc(Cl)cc2)o1	98	-1	-0.3	-13	4	105	-2	1	-0.9
O=C(NCc1ccco1)c1c[nH]c2ccc(S(=O)(=O)N3CCOCC3)cc2c1=O	95	3	x	-11	14	99	15	-1	x
CN(C)S(=O)(=O)c1cc(NC(=O)CN2CCCc3ccccc32)ccc1Cl	94	-3	0.6	-11	40	97	2	-6	-0.6
N#Cc1nc(COc2cccc(Cl)c2)oc1N1CCN(c2ccccc2)CC1	102	6	1.4	11	24	102	11	x	-0.2
CC(C)OCCCNC(=O)c1cc(S(=O)(=O)N2CCCCC2)c[nH]1	99	3	0.6	-10	-11	106	14	1	1.3
CCc1ccc(O)c(N=Cc2ccccc2O)c1	97	-2	-1.0	-2	-39	93	-4	-10	0.0
COc1ccc2cc(C)c3nnc(SCc4cccnc4)n3c2c1	96	-6	-1.5	-7	2	94	10	-2	-0.8
C#CCNC(=O)C1=C[C@H](c2ccc(C(F)(F)F)cc2)C[C@H](OCCCCO)O1	104	9	-0.1	-12	22	103	-3	-3	-0.6
NS(=O)(=O)c1ccc(NC(=O)CSc2ccccn2)cc1	96	-6	-0.2	-8	19	94	-1	-2	0.8
CCN(CC)S(=O)(=O)c1ccc(N2CCCCC2)c(NC(=O)/C=C/c2cc(OC)c(OC)c(OC)c2)c1	100	-2	-0.1	-15	-21	102	37	5	0.2
CCC(C)(C)n1nnnc1CN1CCC(NC(=O)c2ccccc2C)CC1	112	-1	0.7	-2	-8	108	-4	-4	0.0
O=C(NN1C(=O)c2ccccc2NC12CCCCC2)c1ccccc1	101	3	1.4	-8	2	99	4	9	-0.8
Cc1cccc(C(=O)Nc2ccccc2NC(=O)c2cccc(C)c2)c1	102	-3	x	-1	29	96	24	-5	x
COCCCNCC(=O)c1c(N)n(Cc2ccccc2)c(=O)n(C)c1=O	95	0	0.9	-16	42	93	12	-2	0.0
Cc1oc(-c2ccccc2F)nc1CS(=O)(=O)CC(=O)N1CCCCCC1	113	12	-2.2	8	18	115	17	x	-0.7
NC(=O)NNc1cccc(Cl)n1	98	-1	0.2	-3	-8	101	2	-5	0.3
O=[N+]([O-])c1ccc(Cl)c(S(=O)(=O)/N=C(/c2ccccc2)N2CCOCC2)c1	97	-2	1.5	-5	-23	100	13	-4	0.2
Cc1c(C#N)c(O)n(CCO)c(=O)c1N=Nc1ccc2c(c1)COC2=O	102	-3	-0.2	-11	18	98	x	-2	-0.9
Cc1ccc(S(=O)(=O)N2CCOCC2)cc1NC(=O)CSc1nccn1C	104	17	-1.3	-4	4	94	-7	-2	0.4
C[C@@H](C(=O)CC(=O)OC(C)(C)C)[C@@H](O)c1ccccc1	102	5	0.2	-3	-2	104	8	-3	1.1
O=C(O)CNS(=O)(=O)/C=C/c1ccccc1	100	-9	0.0	-24	0	100	6	0	-0.4
CC(C)n1c(Nc2ccccc2)nc2ccccc21	97	-1	1.8	-6	2	102	9	-1	2.9

In a second layout: results already given.
Cc1c(C#N)c(O)n(CCO)c(=O)c1N=Nc1ccc2c(c1)COC2=O
  MEKK3 PB1 HTS: 102	MEKK2 mut-MEK5: -3	OXTR agonist: -0.2	GPR7 antag: -11	PHOSPHO1 inh: 18	MEKK2 WT-MEK5: 98	NALP1 inh: x	GalR3 antagonist: -2	V1R ag counter: -0.9
Cc1ccc(S(=O)(=O)N2CCOCC2)cc1NC(=O)CSc1nccn1C
  MEKK3 PB1 HTS: 104	MEKK2 mut-MEK5: 17	OXTR agonist: -1.3	GPR7 antag: -4	PHOSPHO1 inh: 4	MEKK2 WT-MEK5: 94	NALP1 inh: -7	GalR3 antagonist: -2	V1R ag counter: 0.4
C[C@@H](C(=O)CC(=O)OC(C)(C)C)[C@@H](O)c1ccccc1
  MEKK3 PB1 HTS: 102	MEKK2 mut-MEK5: 5	OXTR agonist: 0.2	GPR7 antag: -3	PHOSPHO1 inh: -2	MEKK2 WT-MEK5: 104	NALP1 inh: 8	GalR3 antagonist: -3	V1R ag counter: 1.1

Going on with the list.
SMILES	MEKK3 PB1 HTS	MEKK2 mut-MEK5	OXTR agonist	GPR7 antag	PHOSPHO1 inh	MEKK2 WT-MEK5	NALP1 inh	GalR3 antagonist	V1R ag counter
COc1ccccc1NS(=O)(=O)c1ccc2c(c1)OCCO2	97	1	x	-2	27	97	3	-13	x
COc1c(C)cc(Br)cc1C(=O)Nc1ccc(Cc2ccncc2)cc1	87	-8	-2.1	3	8	90	13	-4	2.4
CCNc1ncnc2c1cnn2C	99	-1	1.3	-8	-8	99	4	-5	0.9
O=C(NCc1ccco1)c1cc(S(=O)(=O)N2CCCC2)ccc1Cl	100	1	-1.2	-14	31	102	2	-2	0.1
CCOc1cccc2sc(N(CCN(C)C)C(=O)c3ccc4ccccc4c3)nc12	103	18	0.1	-2	26	133	23	x	1.7
O=C1CC(/C=C/c2ccco2)=Nc2ccccc2N1	99	-5	0.3	-11	-9	84	9	x	0.4
COc1cccc(CN(CC(=O)NCc2ccco2)C(=O)CNS(=O)(=O)c2ccccc2)c1	103	1	0.4	1	15	100	15	-7	-0.5
CC12CCC(C(=O)NCc3ccc(F)cc3)(OC1=O)C2(C)C (configuration not stated)	106	0	-0.8	-9	16	105	6	4	-0.2
Cc1cccc(NC(=O)CSc2nnc(-c3ccncc3)n2CC2CCCO2)c1 (configuration not stated)	103	5	1.9	2	41	107	9	0	2.0
COc1ccc(NC(=O)c2cc3ccccc3o2)cc1	93	4	-2.8	3	-8	95	5	-4	-0.5
Cc1ccccc1NC(=O)/C(=C\c1cccs1)NC(=O)c1ccccc1	101	0	-0.1	-9	-1	99	-12	-1	0.1
Cc1ccccc1N(CC(=O)N/N=C/c1ccc(F)cc1)C(=O)c1ccccc1	112	6	-0.1	1	16	109	21	-3	0.6
Cc1ccccc1-c1ccc(C(=O)Nc2cccc(F)c2)o1	110	1	-1.8	-8	-9	97	49	-6	0.1
O=C(NC(Cc1ccccc1)C(=O)O)/C(=C\c1cccc([N+](=O)[O-])c1)NC(=O)c1ccco1 (configuration not stated)	105	6	0.8	-26	53	99	-1	-3	0.6
Cc1ccc2nc(SCc3cccc([N+](=O)[O-])c3)nc(C)c2c1	104	6	0.6	-12	23	104	14	2	0.2
CC(NC(=O)c1ccc(CS(C)(=O)=O)cc1)c1cccc2ccccc12 (configuration not stated)	98	-1	2.0	-9	9	100	7	-8	2.0
COc1c(C)cc(NC(=O)c2ccc3c(c2)NC(=O)CO3)cc1C	95	-10	-0.1	0	26	91	2	-5	0.9
C=C(C)C(=O)Nc1cccnc1Oc1ccc(F)cc1F	102	-2	-1.9	-5	16	97	22	-3	-1.9
O=C(O)CCCCCNC(=O)Cn1nnc2ccccc2c1=O	98	-2	0.5	-12	20	97	-6	-6	0.3
COc1ccc([N+](=O)[O-])cc1NC(=O)CCSCCc1ccccn1	103	3	1.0	9	-35	97	-10	-3	-0.4
CCOn1c(=O)c[n+]([O-])c2ccccc21	100	3	1.1	-19	23	100	19	6	0.8
O=C(COc1ccccc1C(=O)NCC1CCCO1)Nc1ccc(Cl)cc1Cl (configuration not stated)	68	-8	0.4	-5	38	72	-4	4	2.3
O=C(NC1CCN(C(=O)N2c3ccccc3Sc3ccccc32)CC1)c1ccccc1F	99	1	1.8	-15	36	98	-1	0	2.7
Cc1ccc(C)c(OCC(=O)Nc2ccc(C(=O)O)cc2NC(=O)COc2cc(C)ccc2C)c1	100	1	-1.8	6	26	104	16	1	-0.1
COc1cccc(OC)c1/C(O)=C(\C#N)c1nc2ccccc2[nH]1	x	x	0.8	-8	60*	x	22	-4	1.4
CC(C)CCNC(=O)CCCc1ccccc1	103	-2	-0.7	12	35	102	9	6	0.4
O=C(c1ccco1)N1CCN(CC(O)COc2ccc(Br)cc2)CC1 (configuration not stated)	97	1	5.2	-2	6	97	15	-6	5.2
COC(=O)c1ccc(NC(=O)c2cccc(NC(=O)c3ccco3)c2)cc1	100	4	-0.1	-3	36	102	7	-9	3.7
COC(=O)Cn1c(=NC(=O)C(C)(C)C)sc2c(C)cc(C)cc21	104	-1	-1.3	-5	-18	102	31	x	0.1
Cc1ccc(OCc2nnc(SCC(=O)c3cccc([N+](=O)[O-])c3)n2C)cc1	102	4	-2.3	-9	33	100	22	-1	-1.4
Cc1ccc(-c2cc(-c3ccccc3[N+](=O)[O-])[nH]n2)c(O)c1	x	x	6.5	1	0	x	3	-7	2.1
Cc1ccc(-c2ccc(=O)n(CC(=O)N3CCN(c4cccc(C)c4)C(C)C3)n2)cc1 (configuration not stated)	97	0	1.8	-19	29	98	41	-2	6.5
Cc1ccccc1-c1noc(-c2ccccc2C(=O)O)n1	92	-8	-0.2	-5	20	95	6	-5	-0.3
CC(C)(C)c1cc(C(C)(C)C)n(-c2ccccc2)n1	105	1	0.3	-5	19	107	18	-4	0.5
N#CCCN(Cc1cccnc1)C(=O)c1sc2cc(F)ccc2c1Cl	94	-1	0.5	0	-13	96	27	-1	1.4
CCN1/C(=C/C(=S)Nc2ccccc2)Sc2ccccc21	100	1	-3.5	3	12	87	27	-6	3.5
CC(C)Cc1nnc(NC(=O)c2cc([N+](=O)[O-])ccc2N2CCOCC2)s1	104	7	0.8	-1	x	114	10	2	1.2
Cc1cccc(N2CCN(C(=O)c3ccc4c(c3)OCCO4)CC2C)c1 (configuration not stated)	102	-2	-0.8	-14	25	96	1	-4	-0.7
CC(C)COc1cc(=O)[nH]c(SCC(C)C)n1	103	7	-1.7	-11	-26	104	-4	-2	-2.2
Cc1ccc(CSCCNS(=O)(=O)c2ccccc2)cc1	124	0	-2.0	-1	-4	103	25	1	0.5
CC1CCN(C(=O)Cn2nnc(-c3cccs3)n2)CC1	95	-8	-0.2	-7	20	89	-6	-3	0.2
OC(COc1cccc2ccccc12)CN1CCN(c2ccccn2)CC1 (configuration not stated)	101	3	3.7	-1	5	105	10	-8	2.6
COc1ccccc1-c1nnc(SCC(=O)NC2CCS(=O)(=O)C2)n1N (configuration not stated)	x	x	0.7	2	-20	x	-7	-5	0.5
O=C(NC(=S)Nc1ccccc1N1CCOCC1)c1ccc(-c2cccc(Cl)c2)o1	102	10	0.4	-3	-14	96	24	-7	0.7
Cc1ccc(S(=O)(=O)N(C)C)cc1-n1c(SCC(=O)Nc2ccc(F)cc2Cl)nc2ccccc2c1=O	102	-2	-1.6	9	-15	97	29	-6	0.3
O=C1N(Cc2cccnc2)C[C@@H]2C[C@@H](c3ccc(-c4ccccc4)cc3)N3CCC[C@@]123	101	-10	3.2	-2	40	95	8	-4	3.4

High-throughput results: PubChem BioAssay, several laboratories
